MBD2 inh – inhibitors of MBD2 binding to methylated DNA, primary screen, biochemical, TR-FRET, DNA-binding domain, human | MBD2 binding to methylated oligonucleotide | inhibition, % at 4.4 µM | 370,000 compounds, 0.31% hits; in the data active = inhibition above about 13%
PRMT1 inh – PRMT1 methyltransferase inhibitors, primary screen, biochemical, fluorescence polarization; Protein arginine N-methyltransferase 1 (Homo sapiens), Q99873; recombinant PRMT1, activity-based probe fluorescence polarization; inhibition, % at 2.79 µM; 370,000 compounds, 1.3% hits; AID 652257, 2013;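 active = inhibition above about 21% made by adding two undisclosed values, limit read from the data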
Target sequence (Q99873 whole entry, looked up): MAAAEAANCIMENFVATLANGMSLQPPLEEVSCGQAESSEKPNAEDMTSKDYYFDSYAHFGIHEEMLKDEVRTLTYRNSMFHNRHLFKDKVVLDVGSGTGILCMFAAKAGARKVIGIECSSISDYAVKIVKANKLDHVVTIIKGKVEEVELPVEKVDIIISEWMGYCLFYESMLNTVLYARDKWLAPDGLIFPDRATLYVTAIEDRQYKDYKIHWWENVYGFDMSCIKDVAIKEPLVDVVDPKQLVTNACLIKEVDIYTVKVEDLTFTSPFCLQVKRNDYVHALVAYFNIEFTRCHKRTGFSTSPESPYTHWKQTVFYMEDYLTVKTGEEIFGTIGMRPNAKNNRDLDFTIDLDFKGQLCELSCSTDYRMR
HTRA1 inhibitor – HTRA1 serine protease inhibitors, primary screen, biochemical, fluorescence polarization, HTS. Q92743. recombinant HTRA1, FP-rhodamine activity-based probe. inhibition, % at 5.96 µM. 340,000 compounds, 0.5% hits; in the data active = inhibition above about 36%;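 note: 0% = enzyme with DMSO and 100% = wells lacking enzyme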
LEDGF integ inh – blockers of LEDGF/p75-dependent integrase strand transfer – biochemical, TR-FRET, high throughput, primary screen. HIV-1 integrase (with human LEDGF/p75). TR-FRET IN-LEDGF/p75 DNA integration, Eu/Cy5. inhibition, % at 3.7 µM. 370,000 compounds, 0.64% hits. AID 743269, 2014;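 active = inhibition above the screen-wide mean plus 3 SD, cut at about 13% in these data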;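 note: signal is the Cy5 over europium emission ratio at 671 and 618 nm; 0% = plate median of compound wells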
UHRF1 MBD2 ctr – UHRF1 methylated DNA binding inhibitors, primary screen, counter-screen for MBD2 inhibitor project, biochemical, TR-FRET, human UHRF1, single concentration. E3 ubiquitin-protein ligase UHRF1 (Homo sapiens), Q96T88. UHRF1 binding to methylated oligo. inhibition, % at 4.4 µM. 370,000 compounds, 0.75% hits. AID 687016, 2013; in the data active = inhibition above about 21%;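 note: UHRF1 SRA domain binding a hemimethylated CpG hairpin DNA probe; 0% = median of test compound wells and 100% = reference inhibitor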
rCAG RNA binder – binders of r(CAG) RNA repeats, primary screen, biochemical, fluorescence; AID 651821, 2012; r(CAG) RNA repeat, TO-PRO-1 dye displacement fluorescence; inhibition, % at 3 µM; 370,000 compounds, 1.3% hits;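 active = inhibition above the plate cutoff, the mean of all test compounds on that plate plus 3 SD, cut at about 35% in these data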;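 note: 0% = DMSO alone and 100% = 100 µM mitoxantrone as full dye displacement; higher means more dye released from RNA so lower well fluorescence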
Rev-erbA mod – modulators of Rev-erb alpha DNA binding, primary screen, biochemical, FITC-DNA, fluorescence polarization, uHTS. Nuclear receptor subfamily 1 group D member 1 (Homo sapiens), P20393. Rev-erbα–FITC-DNA binding, 90 min. activity, % at 10 µM. 370,000 compounds, 0.79% hits;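 active = activity above about 14%, limit read from the data; passing the limit was not always enough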;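 note: 0% = DMSO wells with 35 nM protein and 100% = DMSO wells with 750 nM protein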
TCR CD3 inh – inhibitors of human TCR-CD3 interaction, primary screen, biochemical, fluorescence, TAMRA-labeled TCR probe | inhibition, % at 9.4 µM | AID 651800, 2012 | 360,000 compounds, 0.37% hits; in the data active = inhibition above about 19%;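 note: recombinant mutant TCR 2C K166C tagged with TAMRA read by polarization; 0% = receptor in buffer alone and 100% = receptor with positive control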
PG9 Ab binder – binders of HIV-1 gp120 antibody PG9, primary screen, biochemical, TR-FRET. TR-FRET gp120-PG9 antibody binding. HIV-1 gp120 / PG9 antibody interaction. AID 624416, 2012. 360,000 compounds, 0.43% hits. inhibition, % at 6.7 µM; in the data active = inhibition above about 8.5%
mABHD4 FP – ABHD4 inhibitors, primary screen, biochemical, fluorescence polarization, mouse. 370,000 compounds, 0.54% hits. (Lyso)-N-acylphosphatidylethanolamine lipase (Mus musculus), Q8VD66. purified mABHD4, FP-Rh probe fluorescence polarization. inhibition, % at 8.92 µM;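 active = inhibition exceeding the mean over every tested compound plus 3 SD, cut at about 30% in these data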;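 note: 0% = plate median of compound wells and 100% = S159A mutant with DMSO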
Target sequence (Q8VD66 whole entry, looked up): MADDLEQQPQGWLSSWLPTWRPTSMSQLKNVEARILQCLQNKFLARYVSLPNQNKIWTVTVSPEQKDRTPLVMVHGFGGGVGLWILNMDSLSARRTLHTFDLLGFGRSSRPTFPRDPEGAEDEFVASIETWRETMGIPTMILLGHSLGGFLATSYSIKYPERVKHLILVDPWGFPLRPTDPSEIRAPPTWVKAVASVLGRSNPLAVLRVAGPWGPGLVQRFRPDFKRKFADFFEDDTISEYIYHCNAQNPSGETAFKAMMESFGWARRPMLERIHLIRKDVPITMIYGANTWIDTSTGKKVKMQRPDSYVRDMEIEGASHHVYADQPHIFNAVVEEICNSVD
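Test system: mouse ABHD4 enzyme, wild type. Reagent: FP-Rh fluorescent activity-based probe, added after compound pre-incubation. Timing: pre-incubation 45 min, probe exposure 60 min, at 25 °C. Technique: FP readout, ex 525 nm / em 598 nm. Benchmarks: high control S159A mutant with DMSO, low control median of compound wells.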
The depositor's hits bear a star; / = not tested or not shown. An excerpt; count on the stated rates, not on these rows.

canonical_smiles,MBD2 inh,PRMT1 inh,HTRA1 inhibitor,LEDGF integ inh,UHRF1 MBD2 ctr,rCAG RNA binder,Rev-erbA mod,TCR CD3 inh,PG9 Ab binder,mABHD4 FP
C[C@@H]1CN([C@H](C)CO)C(=O)CCCn2cc(nn2)CO[C@H]1CN(C)C(=O)c1cc(-c2ccccc2)on1,1,-3,4,6,2,1,-7,-3,-1.7,1
CCOC(=O)N1CCN(c2ccc(C(C)=O)cc2F)CC1C (stereo not given),-3,-4,1,2,2,-6,5,-9,-2.0,-10
Cc1nc2ccccc2c(=O)n1/N=C/c1c(O)ccc2ccccc12,3,1,5,-3,1,2,-11,24*,0.3,5
COc1cc2c(cc1OC)C(C)N(C(=O)c1ccc(C)o1)CC2 (stereo not given),-1,2,8,-3,0,-3,-3,7,-4.0,1
COc1ccc(NC(=O)CCCC2CCCCC2)c(OC)c1,-2,-1,-3,-2,-1,-7,4,3,-2.0,1
Cc1ccc(NC(C(N)=O)c2c(C)[nH]c(=O)[nH]c2=O)cc1 (stereo not given),-1,0,1,0,1,2,3,-4,-0.4,-5
O=C1Nc2ccc(Cl)cc2C(C#CC2CC2)(C(F)(F)F)O1 (stereo not given),-6,-1,-18,1,-2,2,1,5,-1.1,-19
N#Cc1ccc(OCC(=O)Nc2ccc3[nH]c(=O)[nH]c3c2)cc1,0,2,4,-8,2,-2,2,-2,1.4,3
COc1ccc(-n2cnnc2)cc1,2,-2,3,2,-2,0,-2,2,1.8,-8
CCC(C)n1c(SCC(=O)NC(=O)Nc2ccc3c(c2)OCCO3)nc2ccccc2c1=O (stereo not given),1,1,-23,-1,-3,2,1,3,-0.8,-3
Cc1ccc(-n2c(SCC(=O)NCCN3C(=O)CSC3=O)nnc2-c2ccccc2)cc1,-7,-3,4,4,2,-1,5,5,-0.6,3
Cc1cc(C(=O)NCc2ccccc2)c(=O)[nH]c1C,-2,-2,0,4,-4,0,8,-3,0.1,2
O=C(NCc1ccc2c(c1)OCO2)c1cc(-c2ccc(Cl)cc2Cl)on1,-2,1,0,-1,-3,2,5,3,-0.9,3
CCOC(=O)C1=CN(Cc2cccc(Br)c2)S(=O)(=O)N(C)C1C (stereo not given),3,1,-15,-6,1,-1,7,2,-0.4,-15
CC1CCCCN1C(=O)CCc1nnc(Cc2c[nH]c3ccccc23)o1 (stereo not given),-3,-2,-7,0,-1,3,-5,0,-2.9,1
c1ccc(-n2c(-c3cccs3)nc3nc4ccccc4nc32)cc1,-4,1,-1,0,0,-1,3,-7,1.1,-2
CCOC(=O)N1CCN(C(=O)c2oc(=O)c3ccccc3c2-c2ccc(C)cc2)CC1,-6,0,-7,2,0,-9,-2,4,0.2,-2
COc1ccc(C(=O)CSc2nc(C)cc(C)n2)cc1C,6,-2,-6,-2,4,-5,2,-2,-1.5,9
CCc1cc2c(cc3c(=O)n(CC(=O)N4CCN(c5ccccn5)CC4)nc(CC)n32)s1,-6,0,-4,-1,0,0,5,-1,-3.6,-2
CC(=O)c1ccc(OCC(=O)OC(C)C(=O)NC2CCCCC2)cc1 (stereo not given),-1,3,1,2,0,-1,0,6,-1.1,-4
COC(=O)c1sc2nc(C)cc(C)c2c1N,1,-5,2,-2,-6,0,11,3,1.9,3
Cc1ccc(OCC(=O)N2CCc3ccccc3C2)c(Br)c1,-4,-2,-14,-1,-2,-5,4,3,-1.0,-8
CC(C)NC(=O)c1onc(CSc2cccc(Cl)c2)c1C(=O)O,-2,1,-11,-3,-1,13,-4,1,0.4,-6
CCOC(=O)[C@]12CCCC=C1N(Cc1ccc(Cl)cc1Cl)C(=O)[C@H](CC(=O)N1CCN(C(=O)C3CC3)CC1)C2,-6,-1,/,0,-1,3,8,6,-0.4,-3
COc1ccc(CNC(=O)COC(=O)c2ccco2)cc1,-1,-1,3,-3,4,0,-1,-4,-1.3,5
CCOc1c2c(nc3ccc(Cl)cc13)CCC2,3,-1,-4,0,6,-2,2,8,-2.6,0
CN1CCN(C(=O)c2ccc(Cl)c(S(=O)(=O)N3CCCCC3)c2)CC1,3,2,2,1,2,1,3,-5,-0.9,8
COc1ccc(NC(=O)CSc2nnc(-c3cnccn3)n2C)cc1OC,-1,-5,3,-1,-1,-2,-4,-2,0.6,4
CCCCC1(C(=O)OC)NC(c2ccc(O)cc2)C2C(=O)N(c3ccccc3)C(=O)C21 (stereo not given),0,0,3,-5,-1,-1,0,0,-1.5,1
O=C(COc1ccc([N+](=O)[O-])cc1)Nc1ccc(N2CCCC2)cc1,0,-1,4,1,-1,4,-7,10,-1.0,1
CN(CC(=O)Nc1ccncc1)S(=O)(=O)c1ccc(Cl)cc1,-1,-4,5,1,-3,0,3,2,-2.8,2
COc1ccc(N2CCN(c3nc4ccccn4c(=O)c3/C=C(\C#N)S(=O)(=O)c3ccccc3)CC2)cc1,1,1,1,1,-1,5,11,2,-1.8,6
Cc1cccc(-c2noc(CCc3ccccc3)n2)c1,-6,-3,-20,5,-2,0,-6,-3,0.9,3
O=C(CCn1nnc2ccccc21)NNC(=O)C1CCCCC1,2,0,-3,0,-2,-2,0,-3,-0.8,-7
CC(OC(=O)CN(C)S(=O)(=O)c1ccc(Cl)cc1)C(=O)Nc1cccc(Cl)c1 (stereo not given),-2,-3,-29,2,-2,6,4,4,-1.8,-15
Cc1ncc(CN2CCCC(C(=O)Nc3ccc(-c4cccc(F)c4)cc3)C2)cn1 (stereo not given),-3,0,-3,4,2,-4,2,6,-2.5,1
COC(=O)c1cc(NC(=O)CCc2c(C)nc3ncnn3c2C)cc(C(=O)OC)c1,1,-1,2,1,3,-4,-2,0,0.8,5
C=CCn1c(=N)c(S(=O)(=O)c2ccc(C)c(C)c2)cc2c(=O)n3ccccc3nc21,1,-2,-8,1,13,2,-8,7,-0.7,3
CCN(CC)S(=O)(=O)c1ccc(Cl)c(C(=O)Nc2nncs2)c1,0,0,-6,-2,1,1,-6,0,-1.9,3
C/C(=N\NC(=O)c1cccc(S(=O)(=O)Nc2ccccc2Cl)c1)c1ccco1,-8,-4,-7,3,-4,48*,-4,2,-0.8,-15
O=C(O)CCNc1nc(-c2ccccc2)c2cc(Br)ccc2n1,4,7,7,-3,0,2,0,0,0.8,-3
COC(=O)[C@]12C[C@H](CC(=O)N3CCN(C(=O)c4ccco4)CC3)C(=O)N(CCC3=CCCCC3)C1=C[C@H](COCc1ccccc1)O[C@@H]2C,2,-4,/,2,1,5,3,7,-0.2,1
CC(C)c1ccc(NC(=S)NCCc2c[nH]c3ccccc23)cc1,-6,1,-16,-1,0,6,2,1,-0.9,-3
CC1=C(C(=O)OCC(C)C)C(c2ccsc2)C2=C(CCCC2=O)N1 (stereo not given),-2,1,0,-1,-1,0,1,-5,3.0,-2
Cc1nnc(-c2cccc(Br)c2)c2cn(-c3ccccc3)nc12,-3,0,-36,-2,0,1,-3,3,-1.4,-10
Cc1ccc(-c2c(C(=O)N/N=C/c3ccc(OC(C)C)cc3)nnn2-c2nonc2N)cc1,-2,1,-33,-4,-1,11,3,-4,-2.4,-18
O=C(Nc1ncccc1O)c1cccc(S(=O)(=O)N2CCCC2)c1,1,0,-2,7,0,3,-1,8,-1.9,-4
Cc1ccc2nc3c(c(Nc4cccc(O)c4)c2c1)CCC3,6,0,-35,2,1,8,-3,-3,-0.1,9

Already shown: an excerpt of the list.
canonical_smiles,MBD2 inh,PRMT1 inh,HTRA1 inhibitor,LEDGF integ inh,UHRF1 MBD2 ctr,rCAG RNA binder,Rev-erbA mod,TCR CD3 inh,PG9 Ab binder,mABHD4 FP
O=C(Nc1ncccc1O)c1cccc(S(=O)(=O)N2CCCC2)c1,1,0,-2,7,0,3,-1,8,-1.9,-4
Cc1ccc2nc3c(c(Nc4cccc(O)c4)c2c1)CCC3,6,0,-35,2,1,8,-3,-3,-0.1,9

Additional records.
canonical_smiles,MBD2 inh,PRMT1 inh,HTRA1 inhibitor,LEDGF integ inh,UHRF1 MBD2 ctr,rCAG RNA binder,Rev-erbA mod,TCR CD3 inh,PG9 Ab binder,mABHD4 FP
CCCC(=O)N(CCN(Cc1ccccc1)C(=O)CCC)Cc1ccccc1,-4,2,2,3,-1,-13,-3,-3,0.5,-2
CN(C)c1ccccc1C(=O)N1CCCC(C(=O)c2ccc3ccccc3c2)C1 (stereo not given),-1,5,-8,-9,1,-5,1,1,-0.7,10
CCOC(=O)CNc1nc(C#N)nc(N2CCOCC2)n1,9,1,2,0,15,-1,4,-2,0.1,1
CCOC(=O)N1CCC(N2C(=O)c3ccc(C(=O)O)cc3C2=O)CC1,-8,0,2,3,2,3,-6,2,-2.5,5
O=C(Nc1cccc(NC(=O)c2cccs2)c1)c1ccc2c(c1)OCCO2,9,-1,-41,2,5,5,1,-3,0.3,-39
N#Cc1nc(-c2ccc(OCc3ccccc3)cc2)oc1NCc1cccnc1,-5,-3,-11,-1,2,3,-2,3,-3.7,-4
CCOc1ccc(C2C(C(=O)c3ccco3)=C(O)C(=O)N2Cc2cccnc2)cc1 (stereo not given),-2,4,10,-2,-9,1,-1,-4,8.0,8
COc1cccc(CCNC(=O)CC2C(=O)NCCN2Cc2ccc(Cl)c(F)c2)c1 (stereo not given),4,4,-16,-5,-2,0,3,2,0.7,3
COc1cccc(C(c2c(NC(=O)c3ccccc3)sc(C)c2C)N2CCN(C)CC2)c1 (stereo not given),0,2,-13,4,-1,0,-2,-1,1.1,4
CCc1nc2ccc(C(=O)N(C)Cc3ccccc3)cn2c1N(C)Cc1ccc(OC)cc1,6,0,/,2,-2,-1,-5,-2,-0.2,-48
CCOC(=O)c1sc(-c2ccc(F)cc2)cc1N,5,5,-10,0,1,-1,-1,-2,1.7,5
Cn1c(=O)[nH]c(=O)c2c1nc(SCC(=O)O)n2Cc1ccccc1,1,-2,5,-3,1,0,-6,9,-2.5,5
COc1cc2cc(C(=O)NC(C)c3cccc4ccccc34)c(N)nc2cc1OC (stereo not given),3,4,/,-5,-1,11,1,-9,0.8,10
CCCN(CC(=O)Nc1cc(Cl)cc(Cl)c1)CC(=O)Nc1ccc(F)c(F)c1F,-2,1,-86,0,-3,7,-1,8,-1.6,-53
CCc1cccc2c(C(=O)CN3C(=O)NC(C)(c4cccc5ccccc45)C3=O)c[nH]c12 (stereo not given),1,-2,-93,-1,2,23,6,-2,1.0,-74

Screening results: PubChem, several laboratories
